Bioassay records: PubChem, National Center for Advancing Translational Sciences (NCATS)
GAA inh: qHTS Assay for Inhibitors of Human alpha-Glucosidase as a Potential Chaperone Treatment of Pompe Disease; Lysosomal alpha-glucosidase (Homo sapiens), P10253; purified human GAA, 4-MU-alpha-glucoside fluorescence; Potency, µM (titrated, usually from 76.9 µM), without a hit: at the top dose activity change, negative = inhibition, usual class: inhibitors; actives 0.005% (n = 200,000); AID 1466, 2008;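 note: plate controls were uninhibited enzyme wells for no effect and no-enzyme background for full effect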
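AC50 values come from Hill fits of compound titrations (up to 77 uM) against 4 nM human enzyme. Substrate 4-methylumbelliferyl-alpha-D-pyranoside at 400 uM, pH 5.0 citrate buffer, 20 min room temperature; fluorescence Ex 365/Em 440 after alkaline stop.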
KDM4E inh: qHTS Assay for Inhibitors of Human Jumonji Domain Containing 2E (JMJD2E); Lysine-specific demethylase 4E (Homo sapiens), B2RXH2; JMJD2E catalytic domain, FDH-coupled NADH fluorescence (FDH is formaldehyde dehydrogenase); Potency, µM (top dose mostly 57.1 µM), inactives show top-dose activity change, negative = inhibition, actives largely listed as inhibitors; actives 1.6% (n = 230,000); AID 2147, 2009; active = well fitted inhibition curve with a large enough effect, not every such curve was filed as active; inconclusive = small, poorly fitted or top-dose-only effect, or another doubt; inactive = no such curve, though single readings can be large or run the other way;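 note: 0% = wells with enzyme and -100% = buffer wells without enzyme; nearly all actives have a fitted effect of over 50% in size; many of its hits are not listed in these tables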
Target sequence (B2RXH2 1-337 limits assumed): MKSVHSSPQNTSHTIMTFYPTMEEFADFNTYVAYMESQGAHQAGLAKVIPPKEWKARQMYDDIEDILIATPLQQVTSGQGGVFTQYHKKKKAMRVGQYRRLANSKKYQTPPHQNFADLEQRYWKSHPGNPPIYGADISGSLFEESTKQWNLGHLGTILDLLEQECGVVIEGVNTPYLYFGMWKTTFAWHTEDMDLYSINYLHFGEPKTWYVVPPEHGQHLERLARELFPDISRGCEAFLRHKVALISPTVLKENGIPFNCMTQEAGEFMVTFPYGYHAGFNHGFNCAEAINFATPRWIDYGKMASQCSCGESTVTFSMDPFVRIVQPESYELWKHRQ
ALDH1A1 block: qHTS Assay for Inhibitors of Aldehyde Dehydrogenase 1 (ALDH1A1) | Aldehyde dehydrogenase 1A1 (Homo sapiens), P00352 | Purified ALDH1A1, NADH fluorescence, propionaldehyde substrate | Potency, µM (doses to about 75.3 µM), inactives show at the top dose activity, negative = inhibition, most hits filed as inhibitors | actives 7.3% (n = 220,000); active = well fitted inhibition curve with a large enough effect, not every such curve was filed as active; inconclusive = small, poorly fitted or top-dose-only effect, or another doubt; inactive = no such curve, though single readings can be large or run the other way;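 note: plate controls were no enzyme wells and a reference inhibitor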
SMN2 splice enh: qHTS Assay for Enhancers of SMN2 Splice Variant Expression; HEK293 SMN2-luciferase splicing reporter, luminescence, 30-36 h; Potency, µM (highest dose often 46.1 µM), without a hit: top-dose activity change, positive = activation, actives largely listed as activators; actives 2.8% (n = 210,000); AID 1458, 2008; note: % of control where 0% means no effect; nearly all actives have a fitted effect of over 55% in size
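qHTS luciferase splicing reporter: luminescence rises when SMN2 exon 7 is included in transfected HEK293 cells. Compound exposure lasted 30-36 h at 37C, with 4.5 mM final sodium butyrate as control, followed by a ONE-Glo read.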
GoLoco inh red: qHTS Assay for Inhibitors of RGS12 GoLoco Motif Activity (Red Fluorophore). Gai1:RGS12 GoLoco peptide FP, rhodamine, 10 min. Potency, µM (doses to about 61.6 µM), for inactives: at the top dose activity, negative = inhibition, hits mostly inhibitors. actives 0.44% (n = 230,000); active = well fitted inhibition curve with a large enough effect, not every such curve was filed as active; inactive = no such curve, though single readings can be large or run the other way; note: % is set by controls: 0 for no effect and ±100 for the full control effect; nearly all actives have a fitted effect of over 30% in size; many of its hits are not listed in these tables
aGlu spleen mod: qHTS Assay for Inhibitors and Activators of Human alpha-Glucosidase From Spleen Homogenate. human spleen homogenate, 4-MU-alpha-glucoside fluorescence. Potency, µM (highest dose often 79.9 µM), without a hit: at the top dose activity change, negative = inhibition, usual class: inhibitors. actives 0.006% (n = 240,000);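 note: 0% = enzyme with vehicle and -100% = no enzyme basal signal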
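Compounds were titrated against alpha-glucosidase in spleen homogenate at pH 5.0, with 1 mM 4-methylumbelliferyl substrate for 40 min at 37 C. Reactions were quenched with pH 10 NaOH/glycine and fluorescence measured.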
GAA glycogen mod: qHTS Assay for Inhibitors and Activators of Human alpha-Glucosidase Cleavage of Glycogen | AID 2100, 2009 | Potency, µM (highest dose often 76.4 µM), without a hit: at the top dose activity change, negative = inhibition, actives largely listed as inhibitors | recombinant GAA, glycogen substrate, Amplex Red glucose oxidase fluorescence | actives 0.38% (n = 300,000);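 note: 0% = full enzyme reaction and -100% = no-enzyme basal signal; the screen sought inhibitors and activators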
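Natural-substrate format: glycogen cleavage by 4 nM human enzyme, glucose read by Amplex Red coupling (Ex 573, Em 610 nm). Normalized to enzyme and no-enzyme controls.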
aGal spleen mod: qHTS Assay for Inhibitors and Activators of Human alpha-Galactosidase From Spleen Homogenate. Alpha-galactosidase A (Homo sapiens), P06280. human spleen homogenate, 4MU-alpha-Gal fluorescence, 40 min. Potency, µM (series often up to 80 µM), without a hit: at the top dose activity change, negative = inhibition, usual class: inhibitors. actives 0.008% (n = 240,000). AID 2107, 2009;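 note: 0% = enzyme with vehicle and -100% = no enzyme basal signal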
Target sequence (P06280 32-429 limits assumed): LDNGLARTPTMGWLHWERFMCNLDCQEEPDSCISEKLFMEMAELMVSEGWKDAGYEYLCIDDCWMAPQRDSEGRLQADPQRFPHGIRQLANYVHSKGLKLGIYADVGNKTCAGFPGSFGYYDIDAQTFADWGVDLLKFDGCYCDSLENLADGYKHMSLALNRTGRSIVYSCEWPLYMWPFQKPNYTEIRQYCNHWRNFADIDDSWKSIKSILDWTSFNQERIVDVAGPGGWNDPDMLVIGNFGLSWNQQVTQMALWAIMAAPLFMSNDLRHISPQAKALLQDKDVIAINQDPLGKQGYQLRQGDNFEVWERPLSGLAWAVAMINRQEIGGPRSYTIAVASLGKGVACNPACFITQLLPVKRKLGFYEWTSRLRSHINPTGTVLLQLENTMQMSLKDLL
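Spleen homogenate 1 ug + cpd (titration) + 4-MU-alpha-D-galactopyranoside 1 mM; 37C 40 min; 50 mM citrate/phosphate pH 5.0, 0.01% Tween-20; stop pH 10; fluorescence 365/440; AC50 via Hill.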
Active calls of the source: *; ? = inconclusive; nt = no result given; & = joins results of further samples; [ ] = dose if it differs, or a comment. Unless noted, calls come from the whole dose curve; as a rule, active = well fitted curve in the direction sought with a large enough effect; inconclusive = small, poorly fitted or top-dose-only effect, or another doubt; inactive = no such curve, though single readings can be large; an effect the other way counts as inactive or inconclusive. Potency is the fitted concentration of half-maximal effect.

SMILES,GAA inh,KDM4E inh,ALDH1A1 block,SMN2 splice enh,GoLoco inh red,aGlu spleen mod,GAA glycogen mod,aGal spleen mod
Cn1cnnc1SCC(=O)Nc1cccc(C(=O)O)c1,-2%,-4%,1%,10%,3%,-3%,9%,-8%
O=C(NCCN1CCNCC1)c1ccccn1,14%,?,-1%,-3%,6%,-3%,?,0%
OCCNc1nc(N2CCOCC2)nc(N2CCOCC2)n1,-5%,-4%,3%,nt,-1%,3%,10%,-15%
COC(=O)c1ccc(C)c(NC(=O)CN(c2ccc3c(c2)OCO3)S(C)(=O)=O)c1,2%,-6%,2%,-14%,-16%,0%,-3%,5%
CCCCC/C=C\C/C=C\C/C=C\CCCCC(N)=O,nt,4%,7%,2%,3%,9%,nt,-2%
CCOC(=O)CN1C(=O)N[C@@H](c2cccs2)C(C(=O)OC)=C1C,nt,7%[11.4 µM],-7%[13.5 µM],2%[9.22 µM],-1%[14.2 µM],2%[17.4 µM],nt,-1%[17.5 µM]
c1ccc2c(c1)nnn2Cc1nnc2sc(-c3ccncc3)nn12,-3%,0%,?,-13%,2%,-4%,-10%,-9%
Cc1cccc(OCCC(=O)N(C)CC(=O)Nc2cccc3ccccc23)c1,-2%,2%,-14%,-12%,-1%,-3%,10%,-4%
Fc1ccc(-c2cc(C(F)(F)C(F)F)[nH]n2)cc1,nt,-2%,nt,nt,6%,-4%,-1%,-2%
CC1CCCCN1S(=O)(=O)c1ccc(NC(=O)CSc2nnnn2C)cc1 (configuration not stated),-4%,-1%,22µM*,2%,2%,-1%,4%,-6%
O=C(N1CCN(c2ccccc2)CC1)C1(c2cccs2)CCOCC1,-1%,14%,-3%,1%,-5%,-10%,9%,-7%
CN(C)CCCN(C(=O)c1ccc(Br)s1)c1nc2cc3c(cc2s1)OCO3,6%,4%,13%,?,-13%,-3%,-5%,4%
C=CC(C1=CC(=O)C=CC1=O)c1ccc(O)cc1 (configuration not stated),nt,?,?,3%,-13%,2%,nt,-1%
COc1cccc(OC)c1OCCCCN1CCC(Cc2ccccc2)CC1,-8%,?,-22%,-13%,-6%,-24%,-13%,-6%
CCCCNC(=O)CN(c1cccc(Br)c1)S(C)(=O)=O,4%,-10%,5%,-4%,8%,3%,4%,-1%
c1coc(-c2ccnc3nc(-n4cccc4)nn23)c1,-5%,?,-5%,12%,8%,2%,4%,5%
Cn1nc(N)c2c(-c3ccccc3)c(C#N)c(N)nc21,4%,5%,-10%,-10%,3%,-1%,1%,-12%
C#CCOCCOCCOCCNc1nc(N2CCN(C(=O)[C@H](Cc3ccc(O)cc3)n3cc([C@@H](N)CC(C)C)nn3)CC2)nc(N2CCN(C(=O)[C@H](Cc3ccc(O)cc3)n3cc([C@@H](N)CC(C)C)nn3)CC2)n1,nt,?,16µM*,nt,-10%,-15%,-5%,-6%
CC1CCCC(C)N1S(=O)(=O)c1ccc(S(=O)(=O)N2CCOCC2)cc1 (configuration not stated),nt,8%,nt,nt,-11%,5%,8%,18%
COc1cccc(NC(=O)COC(=O)c2c(F)cccc2Cl)c1,-16%,-11%,?,nt,4%,1%,?,9%
O=C(CSc1nc2cc([N+](=O)[O-])ccc2n1-c1ccc(F)cc1)NC1CCS(=O)(=O)C1 (configuration not stated),?,-1%,6%,-9%,-6%,2%,0%,8%
Cc1cc(C(=O)COC(=O)c2ccc[nH]c2=O)c(C)n1C,0%,-9%,-2%,-28%,2%,-4%,6%,1%
Cc1nc2ccccn2c1P(=O)(N1CCCCC1)N1CCCCC1,3%,-4%,3%,-18%,-17%,-5%,1%,-2%
COc1ccc(OC)c(C2C(C(=O)O)c3ccccc3C(=O)N2C)c1 (configuration not stated),-5%,3%,-8%,nt,nt,-2%,0%,-9%
O=C(O)c1ccccc1-c1ccccc1C(=O)NCc1cccc(C(F)(F)F)c1,?,0%,6%,nt,13%,3%,17%,5%
CC(C)(C)C(=O)Nc1ccc(Sc2ccc([N+](=O)[O-])cc2)cc1,-7%,3%,5%,-67%[inhibitor],3%,-8%,-1%,-15%
CN(C(=O)CCCN1C(=O)c2cccc3cccc(c23)C1=O)c1ccccc1,1%,?,?,-9%,-6%,4%,-12%,0%
CCCN1C(=O)/C(=C\c2nc3ccccc3c(=O)[nH]2)c2ccccc21,-12%,-2%,4.5µM*,nt,5%,0%,-5%,2%
COc1cccc(NC(=O)CN(c2ccc([N+](=O)[O-])cc2)S(=O)(=O)c2ccccc2)c1,-9%,2%,-13%,0%[1.84 µM],-1%,-4%,5%,-1%
CCOc1cc(NC(=S)NC)c(OCC)cc1NC(=O)c1ccco1,6%,-7%,3%,4%,-11%,3%,-13%,5%
Clc1cccc(CN2CCCCCCC2)c1Cl,4%,?,?,6%,2%,-1%,-5%,0%
CC1CCN(c2c(NCc3ccc(C(=O)NCc4ccco4)cc3)c(=O)c2=O)CC1,0%[15.4 µM],-3%,2%,-25%,4%,1%,-1%,1%
Cc1ccc2nc(Nc3nc(CSc4nnc(C)s4)cc(=O)[nH]3)nc(C)c2c1,?,-30%,?,nt,23%,1%,16%,2%
COC(=O)NNC(=S)NCc1ccccc1,-6%,-6%,?,-17%,-12%,6%,-12%,-5%
CCn1c(SCC(=O)N/N=C(\C)c2ccncc2)nnc1-c1ccc(C)cc1,10%,-17%,20µM*,nt,6%,-14%,15%,-2%
CNC(=O)/C(C#N)=C/c1c(F)cccc1Cl,6%,?,?,4%[1.84 µM],1%,3%,10%,0%
Cc1ccc(OCc2nc(-c3ccccc3)no2)cc1,nt,1%,nt,nt,-3%,-1%,2%,-5%
Cc1ccc(C)c(/C=N/NC(=S)NCCc2ccccc2)c1,-11%,5%,-6%,-16%,4%,-3%,-11%,3%
CC1=C(C(=O)OC2CCCCC2)C(c2ccco2)C2=C(CC(C)(C)CC2=O)N1 (configuration not stated),-1%,?,?,-19%,-5%,-8%,-9%,-8%
CCOc1ccc(/C=C/C(=O)c2ccccc2)cc1OC,1%,-11%,-15%,1%,5%,-9%,1%,8%
Oc1ccccc1CNc1ccc2c(c1)OCCO2,-6%,-2%,-7%,nt,4%,-20%,?,2%
COc1ccc(CC2(CO)CCN(Cc3cccn3-c3ccccn3)CC2)cc1,10%,3%,1%,nt,10%,-1%,5%,5%
C=C(C)COc1ccc(-c2[nH]ncc2Oc2ccccc2OC)c(O)c1,-17%,?,-7%,-15%,4%,-5%,-14%,-14%
CN(C)c1ccc(/C=C/C(=O)c2ccc(C(C)(C)C)cc2)cc1[N+](=O)[O-],1%,8%,0%,-107%[inhibitor],-11%,2%,-6%,-4%
CCCCn1c(=O)n(Cc2cccc(F)c2)c(=O)c2c1ncn2Cc1ccco1,-3%,0%,?,-13%,14%,-7%,-9%,3%
CC1=C(C#N)C(NC(=O)c2cccc(Cl)c2)(C(F)(F)F)C(=O)N1 (configuration not stated),5%,1%,-6%,-3%&-13%,8%,7%,6%[76.3 µM],2%
O=C(Nc1cnn(Cc2ccc(Cl)c(Cl)c2)c1)c1nc2ncccn2n1,2%,4%,-3%,-1%,5%,-3%,4%,-2%
CN(/N=C/c1ccc(O)cc1O)c1nc(-c2ccccc2)cc(-c2ccccc2)n1,-8%,-4%,10%,-23%,-3%,-8%,13%,-12%
CCCCn1c(SCC(=O)N2CCCCC2)nc2cc(S(N)(=O)=O)ccc21,-3%,-1%,?,0%,-5%,-18%,-7%,8%
CN(C)Cc1ccccc1-c1cc(NCc2ccccc2)ncn1,nt,nt,?,nt,9%,6%,nt,-3%

Additional records:
SMILES,GAA inh,KDM4E inh,ALDH1A1 block,SMN2 splice enh,GoLoco inh red,aGlu spleen mod,GAA glycogen mod,aGal spleen mod
O=C(c1cccs1)N1CCN(S(=O)(=O)Cc2ccccc2)CC1,-31%,-1%,-3%,5%,18%,-3%,-1%,-3%
COc1ccc(NC(=O)C(C)N(c2ccc(C)cc2)S(C)(=O)=O)cc1 (configuration not stated),-3%,-2%,5%,-4%,0%,-11%,6%,?
C=CCOc1c(CNc2ncn[nH]2)cccc1OCC,-3%,3%,12%,-17%,9%,-7%,1%,4%
COc1cc(CN(C)CCc2ccccc2)ccc1OCc1ccccc1,-16%,4%,2%,-5%,5%,5%,5%,17%
COc1ccc(/C=C(/C#N)S(=O)(=O)c2ccc(C)cc2)cc1,-1%,1%,-4%,-17%,9%,-1%,-5%,8%
Cc1nc2sc(C(c3ccc(Cl)cc3)N3CC(C)OC(C)C3)c(O)n2n1 (configuration not stated),0%,-2%,-1%,-6%,12%,-2%,12%,-8%
O=C(/C=C/c1cccs1)Nc1nncs1,nt,-2%,nt,nt,5%,-9%,-1%,2%
Cc1ccc(NS(=O)(=O)c2cccc(C(=O)N/N=C/c3c(C)nn(-c4ccccc4)c3N3CCCC3)c2)c(C)c1,-4%,?,0%,-17%[1.84 µM],17%,0%,-2%,3%

The list is partial. The share of hits here may be higher or lower than overall.
